H9c2 TAG inh – reduces triacylglycerol accumulation in H9c2 cells; 230,000 tested, 0.66% active; inhibition, % at 12.5 µM; Nile Red lipid (TAG) fluorescence; cells loaded with 200 µM oleic acid;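 active = pattern-corrected inhibition of lipid staining of at least 50% with the nuclear-stain viability signal not falling by more than 50%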;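 also: 0% = DMSO wells and 100% = triacsin C control wells; some results filed as inactive read as strong as hits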
H9c2 TAG inh DAPI viability – further read-out of H9c2 TAG inh, marked with its call; DAPI nuclei signal change (viability), lower = more cytotoxic, %;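 whole-well DAPI fluorescence read on a plate reader as a viability signal; minus 50 percent equals half of cells still viable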
Active calls of the source: *. An excerpt, so the mix of outcomes need not match the whole.

Below each compound: H9c2 TAG inh	H9c2 TAG inh DAPI viability
COc1ccccc1OCCC(=O)OCC(=O)Nc1ccc(Br)cc1F
  3	4
CCC(=O)c1ccc(OCC(=O)Nc2nc(C)cs2)cc1
  -1	4
CC(C)NC(=O)/C(C#N)=C\c1ccc(N(C)C)o1
  -20	7
Cc1ccnc(SC2CC(=O)N(c3ccc(F)cc3)C2=O)n1 (stereo not given)
  0	1
COc1ccccc1N(CC(O)CN(c1ccccc1)S(C)(=O)=O)S(=O)(=O)c1ccccc1 (stereo not given)
  -5	4
CCC1Cc2c(nc(N)c3c(N)nc(N4CCCCC4)c(C#N)c23)O1 (stereo not given)
  13	23
CCc1ccc(N2Cc3ccccc3C2)cc1
  2	9
O=S(=O)(c1ccc(OCC(O)CNCc2ccco2)c(Cl)c1)N1CCOCC1 (stereo not given)
  -6	2
CCCN(CC(=O)Nc1ccccc1OC)C(=O)c1cc(S(=O)(=O)NCc2ccccc2)ccc1C
  14	-7
Nc1c(C(=O)Nc2ccccc2)sc2nc(N3CCOCC3)c3c(c12)CCCC3
  27	27
Cc1cccc(NC(=O)CSc2nc3ccccc3nc2N2CCCCC2)c1
  15	-1
COC(=O)CSC(=S)N1CCCC(C)C1 (stereo not given)
  1	8
Cc1nc(N)ncc1CCC1OCCO1
  -19	4
COc1cccc(C2C(C(=O)c3cccs3)=C(O)C(=O)N2c2cc(C)on2)c1 (stereo not given)
  -10	-2
CCC/C=N/NC(=O)C1COc2ccccc2O1 (stereo not given)
  -2	4
O=C(NNC(=O)c1sccc1-n1cccc1)c1cccs1
  -3	4
CCn1c(N)c(C(=O)NCC2CCCO2)sc1=S (stereo not given)
  -12	11
Cc1ccc(-c2c[n+](CC(=O)Nc3cc(=O)n(C)c(=O)n3C)c3n2CCC3)cc1
  -3	-9
CCN(CC)S(=O)(=O)c1ccc(C(=O)OCC(=O)NCCN2C(=O)CSC2=O)cc1
  -7	-11
CCOC(=O)C1CCN(C(=O)c2ccco2)CC1
  -10	-5
CCOc1ccc(NC(=O)CN(C)C(=O)c2n[nH]c(=O)c3ccccc23)cc1OCC
  -2	1
CC1CCN(Cc2cc(=O)oc3cc4c(cc23)CCCC4)CC1
  -6	5
O=C(c1cccc(S(=O)(=O)N2CCCC2)c1)N1CCCC(C(F)(F)F)C1 (stereo not given)
  -5	0
COC(=O)c1ccc(Oc2ccc(C(C)(C)C)cc2)c([N+](=O)[O-])c1
  -3	-1
NS(=O)(=O)c1ccc(NC(=S)NC(=O)c2cccc(Br)c2)cc1
  38	-15
Cn1c(C(=O)NCCCN2CCc3ccccc3C2)cc2c(=O)n(C)c3ccccc3c21
  10	-8
COc1ccc2nc3n(c(=O)c2c1)-c1ncccc1C(=O)NC3CC(C)C (stereo not given)
  9	1
COC(=O)N1[C@H](Cc2ccccc2)C=C[C@]1(C)C(=O)O
  -1	6
COc1cccc2sc(N(CCCN(C)C)C(=O)C(c3ccccc3)c3ccccc3)nc12
  117*	-45*
COc1ccccc1CNc1ccc(CNc2ncn[nH]2)cc1
  10	-12
CC1CCCC(C)N1CC(O)COc1ccc(Cl)cc1 (stereo not given)
  -10	1
NC(=O)NOCc1ncc(C(F)(F)F)cc1Cl
  -5	5
COc1ccc(C2C(C(=O)NCc3ccccn3)CCC(=O)N2c2cc(OC)c(OC)c(OC)c2)cc1 (stereo not given)
  4	-10
COc1ccccc1NS(=O)(=O)c1ccc(N2CCOCC2)c(N)c1
  8	-1
CC(C)(C)NC(=O)NC(=O)CN1CCN(c2ccccc2O)CC1
  10	-7
COc1ccccc1CNC(=O)COC(=O)CSc1ccc(C)c(C)c1
  5	2
O=C(O)c1[nH]c2ccccc2c1-c1ccccc1
  -16	9
O=C(CN1CCN(Cc2ccccc2F)C1=O)NCc1cccnc1
  -8	13
COC(=O)CSc1nnc(CNS(=O)(=O)c2ccc(C)cc2)n1C
  -11	7
COc1ccc(-c2nnc(SCC(=O)N3CCCCC3)o2)cc1OC
  16	-2
CC(=O)c1cccc(CN2CCC(CO)(Cc3ccccc3)CC2)c1
  2	3
CCc1cc(C(=O)c2ccc(OC)cc2)c(NC(=O)CN2CCN(C)CC2)s1
  20	15
Cc1nn(-c2ccccc2)c(N2CCCCC2)c1/C=N/NC(=O)c1ccncc1
  7	5
N#C/C(=C\c1ccc(OCc2ccc(C(=O)O)cc2)cc1)C(=O)NCc1ccccc1
  6	-10
CCOP1(=O)OCC2OC(n3cnc4c(N)ncnc43)C(O)C2O1 (stereo not given)
  9	-7
CC(C)Sc1ncc(S(=O)(=O)c2ccccc2)c(=O)[nH]1
  9	-2
COc1ccc(C(=NN)c2ccc(OC)cc2)cc1
  -25	1
O=C1NC(Cc2ccccc2)c2nc3ccc(Cl)cc3c(=O)n2-c2cc3ccccc3cc21 (stereo not given)
  22	-9
COc1ccccc1CCC(=O)OCC(=O)NCc1ccc(OC)c(OC)c1
  -6	1
NC(=O)NC(=O)COC(=O)c1ccccc1Oc1ccccc1
  3	12

The list goes on.
Below each compound: H9c2 TAG inh	H9c2 TAG inh DAPI viability
COc1cccc(C(c2nnnn2Cc2ccco2)N2CCN(Cc3ccccc3)CC2)c1OC (stereo not given)
  -13	3
CNC(=O)C(=O)NCCN1CCN(S(=O)(=O)c2ccc3ccccc3c2)CC1
  14	-5
Cc1ccc([C@H]2C[C@@H](O)[C@H](n3cc(COC(=O)c4ccccc4)nn3)CN2Cc2cccs2)cc1
  6	-1
O=C(O)c1cccc(-n2sc3ccccc3c2=O)c1
  -12	0
C=CCn1cc(C(=O)NCCCOC)c(=O)c2cc(S(=O)(=O)N(CC)CC)ccc21
  17	-11
C[C@@H]1CN([C@H](C)CO)C(=O)CCCn2nncc2CO[C@@H]1CN(C)S(=O)(=O)c1ccc(Oc2ccccc2)cc1
  0	7
CCOc1ccc(Cl)cc1-c1cc(C(=O)Nc2cc(OC)ccc2OC)[nH]n1
  9	11
CCOc1ccc(NC(=O)NCCCN2CCCC2)cc1
  11	9
COc1ccccc1N1CCN(C(=O)c2cc3sccc3n2C)CC1
  12	-15
Clc1cc(Br)ccc1OCCOCCN1CCOCC1
  10	2
Cc1cccc(C)c1NC(=O)c1cccc(N2C(=O)C3CCC(C)CC3C2=O)c1 (stereo not given)
  12	-8
CC(=O)Nc1cccc(C(=O)Nc2ccc(S(=O)(=O)N3CCCCC3)cc2)c1
  5	-2
C[C@@H]1CCCCO[C@H](CN(C)C(=O)Nc2ccc(F)cc2)[C@@H](C)CN([C@H](C)CO)C(=O)c2cc(N(C)C)ccc2O1
  1	-1
COc1ccc(-c2nnc(NC(=O)Cc3ccccc3)s2)c(OC)c1
  -13	5
O=C(NC1CC1)C1=C[C@@H](c2ccc(Br)cc2)C[C@@H](OCCCCO)O1
  1	-11
COc1ccc(N2CCN(CC(O)COC(C)(C)C)CC2)cc1 (stereo not given)
  8	2
CCCCNc1c(-c2ccc(OC)c(SC(C)CC)c2)nc2cnccn12 (stereo not given)
  9	68
O=C(NCC1(O)CCCCC1)C1CCC(=O)N(Cc2cccc(C(F)(F)F)c2)C1 (stereo not given)
  5	-3
COc1cc(F)ccc1-c1cc(C(=O)Nc2ccc(NC(C)=O)cc2)[nH]n1
  6	9
O=C(NC(CC1CCCCC1)C(=O)O)c1ccccc1 (stereo not given)
  13	-9
O=C(NCCCN=C1NS(=O)(=O)c2ccccc21)c1ccc(F)cc1
  -2	-2
Cc1cncc(NCc2ccc3c(c2)OCO3)n1
  2	-2
Cn1c(=O)c2c(nc(N3CCc4ccccc4C3)n2C)n(C)c1=O
  -1	4
CC(C)(C)OC(=O)N1CCCC(C(=O)Nc2ccc(C(=O)NCc3ccccc3)cc2)C1 (stereo not given)
  -1	-10
O=C(N/N=C\c1cccc(Cl)c1)c1n[nH]c2c1CCCC2
  7	-8
COC(=O)C(C#N)c1nc2ccccc2nc1N1CCCC1 (stereo not given)
  1	-15
COc1cc(N=C2C(=O)N3CCCc4cccc2c43)cc(OC)c1
  -11	13
CN1CCN(Cc2nc3c([nH]2)c(=O)[nH]c(=O)n3C)CC1
  -14	-5
O=C(O)CC1S/C(=N\N=C/c2ccccc2O)N(c2ccc(O)cc2)C1=O (stereo not given)
  -7	5
CCOC(=O)c1sc(NC(=O)CC)nc1C
  -15	12
O=C(NCCN1CCOCC1)C1(C(F)(F)F)C/C(=C\Cc2ccccc2)CCCO1 (stereo not given)
  12	-2
O=C(O)c1cccc(NC(=S)NC(=O)c2cncc(Br)c2)c1
  -1	-6
O=C(Nc1ccc(S(=O)(=O)N2CCCC2)cc1)C1CCN(S(=O)(=O)c2ccc(F)cc2)CC1
  -4	1
COCCCNC(=O)C(CC(N)=O)NC(=O)OCc1ccccc1 (stereo not given)
  5	2
CCOC(=O)C1=C(C)NC(C)=C(C(=O)OCC)C1C(=O)OCC(=O)NCc1ccco1
  -9	8
COc1ccc(C(=O)NCC(=O)NC2=NCCS2)cc1
  -7	-2
O=C1C=CC(=O)N1c1ccccn1
  0	2
CCN(CC)CCNC(=O)c1cn(-c2ccccc2)nc1-c1cccs1
  5	14
CCCc1cc(C(=O)N/N=C/c2ccc(C)o2)c2ccccc2n1
  9	-8
COc1ccc(C(C)(C)C)cc1NC(=O)CCCN1C(=O)CN(C)C1=O
  -2	-2
COc1ccccc1OCCn1cc(/C=N/NC(N)=S)c2ccccc21
  21	-9
CCC(C)NC(=O)Nc1ccccc1C (stereo not given)
  3	-9
O=C(NCCCN1CCOCC1)c1cc(Cl)ccc1[N+](=O)[O-]
  -4	11
Cc1ccc(C(=O)N2CCN(c3ccccc3)CC2)cc1NC(=O)c1ccco1
  -4	0
COc1ccc2c(CC(=O)Nc3nc(C)cs3)coc2c1
  -38	0
Fc1ccc(CCN2CCN=C2Nc2ccccc2)cc1
  -1	1
COc1ccc(S(=O)(=O)N2Cc3ccccc3CC2C(=O)Nc2ccc3c(c2)OCO3)cc1 (stereo not given)
  24	4
CCOC(=O)c1ccccc1NC(=O)C(C)Oc1ccccc1 (stereo not given)
  -18	-5
COc1ccc(NC(=O)COC(=O)c2ccc(OC)c(S(=O)(=O)N3CCCC3)c2)cc1OC
  -67	9
Cc1ccc(S(=O)(=O)NN2C(=O)/C(=C/c3ccc(F)cc3)SC2=S)cc1
  5	-9

Next structures follow.
Below each compound: H9c2 TAG inh	H9c2 TAG inh DAPI viability
CCC(C)(NC(=O)CNC(C)=O)C(=O)NC1CCCCC1 (stereo not given)
  3	-5
Cc1occc1C(=O)N(C)CC1CCCN(CCc2ccc(Cl)cc2)C1 (stereo not given)
  -5	2
Cc1cccc(OCC(=O)O/N=C(\N)Cc2ccc([N+](=O)[O-])cc2)c1
  -4	2
COc1ccc2c(c1)SCCC2=O
  -9	2
COc1ccc(C=NNC(=O)CCCC(=O)NN=Cc2ccc(OC)c(OC)c2)cc1OC
  5	-8
CC(C)OCCCNC(=O)c1c(N)n(/N=C/c2ccccn2)c2nc3ccccc3nc12
  45	3
CCC(C)(C)NC(=O)c1ccc2c(c1)S(=O)(=O)c1ccccc1C2=O
  -23	11
O=C(O)c1cc(Cl)c(Cl)cc1C(=O)NCc1ccco1
  3	-6
Cc1ccc(NS(=O)(=O)c2ccc(NC(=O)c3ccccc3C(=O)O)cc2)cc1C
  7	4
O=C(Nc1nc(-c2cccs2)cs1)c1ccc([N+](=O)[O-])o1
  66	-59
Cc1ccc([C@H]2C[C@@H](O)[C@H](n3cc(C4CC4)nn3)CN2C(=O)c2cccs2)cc1
  -1	3
O=C(O)c1ccc(N/N=C/c2ccc3nccnc3c2)cc1
  20	-9
CN(C)c1nc(NCc2ccccc2)nc(N/N=C/c2ccc(Br)cc2)n1
  7	3
CCOc1ccccc1C(c1c(C)n(C)n(-c2ccccc2)c1=O)c1c(C)n(C)n(-c2ccccc2)c1=O
  -8	5
CCN(CC(=O)Nc1ccc(NC(C)=O)cc1)C(=O)COc1ccccc1Cc1ccccc1
  -28	-2
CC[C@]12c3[nH]c4cc(CCC(=O)N(C)C)ccc4c3CCN1C(=O)[C@@H](CC(=O)NCCCN(C)C)C[C@@H]2C(=O)N1CCN(C(=O)C2CC2)CC1
  -12	8
CC1CCCC(NC(=O)Cn2cc(C(F)(F)F)cc(Cl)c2=O)C1C (stereo not given)
  2	1
O=Cc1cc2ccccc2nc1SCc1ccc(Cl)c(Cl)c1
  -16	-16
